Screening results from PubChem BioAssay.
CHO parental Ca – counter-screen: ATP calcium response change in parental CHO cells; parental CHO-K1, ATP-induced calcium, Fluo-8 fluorescence; inhibition, % at 5.6 µM; 0.63% of 330,000 active; AID 463079;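 active = inhibition above that plate's mean sample inhibition plus 3 SD, cut at about 26% in these data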;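 also: 0% = ATP-challenged DMSO wells and 100% = DMSO wells without ATP; some compounds past the cut are filed as inactive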
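test system = CHO parental line | reagent = ATP stimulus | measured by = intracellular calcium via Fluo-8 no-wash fluorescent dye | control set = ATP and no-ATP DMSO wells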
CHO-K1 Ca ag – counter-screen for M1 agonists: effect in parental CHO-K1 cells. 0.48% of 360,000 active. activation, % at 3 µM. Fluo-8 calcium fluorescence; scaled to maximal ATP response, vehicle zero. AID 602248; in the data active = activation above about 15%;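 also: untransfected CHO-K1 host cells lacking M1 receptor as counterscreen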
CHRM4 antagonist – CHRM4 antagonism in calcium assay; P08173; inhibition, % at 3 µM; AID 624125; 0.73% of 360,000 active; CHO-hM4 cells, ACh EC80, Fluo-8 calcium fluorescence;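 active = inhibition above its plate's cutoff, the mean inhibition of sample wells plus 3 SD, cut at about 27% in these data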;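 also: 0% = acetylcholine EC80 with DMSO and 100% = DMSO without agonist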
OXTR potentiator – potentiators of human oxytocin receptor | CHO-OTR cells, Fluo-8 calcium fluorescence, potentiator mode; 0% = oxytocin EC15, 100% = EC100 | activation, % at 3 µM | 0.061% of 320,000 active;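 active = activation above that plate's cutoff, the mean activation of tested compounds plus 3 SD, cut at about 6.6% in these data, passing the limit was not always enough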;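 also: 100% uses oxytocin at 75 nM as the full agonist control; some results filed as inactive read as strong as hits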
Target sequence (P30559 whole entry, looked up): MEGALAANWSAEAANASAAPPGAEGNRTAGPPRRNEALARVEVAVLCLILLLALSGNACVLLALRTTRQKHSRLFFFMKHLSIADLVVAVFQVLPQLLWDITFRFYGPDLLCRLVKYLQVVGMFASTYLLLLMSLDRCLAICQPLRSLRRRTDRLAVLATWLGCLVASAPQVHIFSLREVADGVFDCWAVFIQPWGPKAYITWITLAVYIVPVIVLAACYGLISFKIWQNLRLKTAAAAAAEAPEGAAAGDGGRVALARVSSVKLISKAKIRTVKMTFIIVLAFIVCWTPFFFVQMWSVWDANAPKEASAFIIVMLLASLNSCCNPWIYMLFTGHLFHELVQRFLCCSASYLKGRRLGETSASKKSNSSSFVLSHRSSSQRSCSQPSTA
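test system = CHO-OTR cells, human receptor | compound = single-point 3.0 µM | schedule = 6 min compound pre-incubation at room temperature, 100 s kinetic read | signal = Fluo-8 no-wash calcium dye fluorescence, excitation 470-495 nm, emission 515-575 nm | repeats = single well per compound, singlicate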
CHO-K1 Ca antag – nonselective inhibitor or artifact in parental CHO-K1 cells; inhibition, % at 3 µM; 0.6% of 360,000 active; ATP-induced calcium, Fluo-8 fluorescence; AID 602250;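 active = inhibition above a per-plate cutoff, the plate's mean sample inhibition plus 3 SD, cut at about 24% in these data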;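 also: 0% = DMSO plus EC80 ATP and 100% = DMSO alone without ATP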
M4 ag – CHRM4 agonism in calcium assay; P08173; CHO-K1 hM4/Gqi5, Fluo-8 calcium fluorescence; vehicle 0%, full acetylcholine response 100%; activation, % at 3 µM; 0.14% of 360,000 active; AID 624127;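 active = activation above the run mean over all test wells plus 3 SD, cut at about 32% in these data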;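 also: peak over basal fluorescence ratio per well then scaled between controls; 0% = DMSO wells and 100% = acetylcholine at EC100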
M1 PAM – potentiates human M1 receptor response to acetylcholine; P11229; CHO-K1 hM1, Fluo-8 calcium fluorescence, ACh EC20; 0% = ACh EC20, 100% = maximal ACh; activation, % at 3 µM; 0.088% of 360,000 active; in the data active = activation above about 19%, passing the limit was not always enough
Target sequence (P11229 whole entry, looked up): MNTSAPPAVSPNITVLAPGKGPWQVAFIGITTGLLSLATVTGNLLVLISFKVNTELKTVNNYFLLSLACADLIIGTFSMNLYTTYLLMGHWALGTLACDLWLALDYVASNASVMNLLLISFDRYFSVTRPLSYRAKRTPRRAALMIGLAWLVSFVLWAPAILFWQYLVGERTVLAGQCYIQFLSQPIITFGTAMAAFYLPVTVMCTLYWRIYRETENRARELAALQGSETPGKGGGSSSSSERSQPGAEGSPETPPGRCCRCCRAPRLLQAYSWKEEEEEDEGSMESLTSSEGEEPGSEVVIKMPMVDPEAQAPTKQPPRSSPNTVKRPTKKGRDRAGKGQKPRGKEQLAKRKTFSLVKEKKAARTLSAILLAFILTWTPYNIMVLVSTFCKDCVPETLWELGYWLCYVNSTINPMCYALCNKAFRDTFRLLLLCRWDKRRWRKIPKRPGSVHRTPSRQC
CHRM1 agonist – activates human CHRM1 receptor; CHO-K1 hM1, Fluo-8 calcium fluorescence, agonist mode; 0% DMSO, 100% acetylcholine EC100; activation, % at 3 µM; AID 588814; 0.33% of 360,000 active; P11229;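 active = activation above the run's mean compound activation plus 3 SD, cut at about 16% in these data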;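 also: peak over basal fluorescence ratio within a 140 s kinetic read after compound addition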
CHRM1 antagonist – human CHRM1 antagonism. P11229. CHO-K1 hM1, Fluo-8 calcium fluorescence, ACh EC80 antagonist. inhibition, % at 3 µM. 1.3% of 360,000 active;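 active = percent inhibition above its own plate's cutoff, namely the mean of that plate's compound wells plus 3 SD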;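 also: peak over basal fluorescence ratio during 140 s after agonist addition; 0% = ACh EC80 plus DMSO and 100% = DMSO alone without agonist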
An asterisk follows results filed as active; . = no result given.

Start of the listing, in advance, 2 compounds:
SMILES	CHO parental Ca	CHO-K1 Ca ag	CHRM4 antagonist	OXTR potentiator	CHO-K1 Ca antag	M4 ag	M1 PAM	CHRM1 agonist	CHRM1 antagonist
CCn1cc(/C=c2/sc3n(c2=O)C2c4ccccc4OC(C)(N=3)C2C(=O)OC)c(C)n1 (configuration not stated)	-17	-0.5	-2	-5	10	0	13	1	-14
Cc1ccc2[nH]c(=S)n(-c3cccnc3)c(=O)c2c1	-5	0.5	2	-1	-8	0	3	0	-10

This part in full, from the first entry:
SMILES	CHO parental Ca	CHO-K1 Ca ag	CHRM4 antagonist	OXTR potentiator	CHO-K1 Ca antag	M4 ag	M1 PAM	CHRM1 agonist	CHRM1 antagonist
CCn1cc(/C=c2/sc3n(c2=O)C2c4ccccc4OC(C)(N=3)C2C(=O)OC)c(C)n1 (configuration not stated)	-17	-0.5	-2	-5	10	0	13	1	-14
Cc1ccc2[nH]c(=S)n(-c3cccnc3)c(=O)c2c1	-5	0.5	2	-1	-8	0	3	0	-10
COc1ccc(S(=O)(=O)N2Cc3cnnn3-c3ccccc3C2C#N)cc1 (configuration not stated)	.	0.4	7	.	-5	0	3	-6	-8
CC(=O)c1c(C)n(CC2CCCO2)c2ccc(O)cc12 (configuration not stated)	-5	0.7	-5	1	-4	3	4	0	-12
COc1ccc(NC(=O)c2cn(CCC#N)nc2-c2cccc([N+](=O)[O-])c2)cc1	-13	0.4	0	1	-5	2	2	-4	-2
Cn1cc(C(=O)OCC(=O)N2CCCC2)c2ccccc21	-1	0.0	5	-8	-1	1	-3	-3	12
CN1C2CCC1C(C(=O)O)C(OC(=O)c1ccccc1)C2 (configuration not stated)	-5	-0.8	-11	0	-12	1	4	4	-8
Cc1cc(=O)oc2cc(OCC(=O)N3CCN(C(C)c4ccccc4)CC3)c(Cl)cc12 (configuration not stated)	-17	2.1	6	7	-6	5	-3	-5	6
COc1cccc(-n2c(/C=C/c3ccccn3)nc3ccccc3c2=O)c1	.	0.5	5	.	-2	2	5	-1	-4
O=C(COc1ccc2ccccc2c1)N1CCN(C2CCN(Cc3ccccc3)CC2)CC1	-21	1.4	9	-8	0	5	-5	-5	8
C/C(=N\NC(=O)c1ccccc1)c1c(O)n(Cc2ccccc2)c(=O)[nH]c1=O	-13	0.1	3	-2	2	0	6	-2	-9
O=C(c1cccc(Cl)c1)C1CCCN(Cc2ccon2)C1 (configuration not stated)	-12	1.1	1	-4	0	1	9	-11	0

Profiles as entered above.
`Cn1cc(C(=O)OCC(=O)N2CCCC2)c2ccccc21` is listed with CHO parental Ca = -1; CHO-K1 Ca ag = 0.0; CHRM4 antagonist = 5; OXTR potentiator = -8; CHO-K1 Ca antag = -1; M4 ag = 1; M1 PAM = -3; CHRM1 agonist = -3; CHRM1 antagonist = 12
`Cc1ccc2[nH]c(=S)n(-c3cccnc3)c(=O)c2c1` is listed with CHO parental Ca = -5; CHO-K1 Ca ag = 0.5; CHRM4 antagonist = 2; OXTR potentiator = -1; CHO-K1 Ca antag = -8; M4 ag = 0; M1 PAM = 3; CHRM1 agonist = 0; CHRM1 antagonist = -10
`COc1ccc(S(=O)(=O)N2Cc3cnnn3-c3ccccc3C2C#N)cc1` (configuration not stated) is listed with CHO parental Ca = .; CHO-K1 Ca ag = 0.4; CHRM4 antagonist = 7; OXTR potentiator = .; CHO-K1 Ca antag = -5; M4 ag = 0; M1 PAM = 3; CHRM1 agonist = -6; CHRM1 antagonist = -8

Going on with the list:
SMILES	CHO parental Ca	CHO-K1 Ca ag	CHRM4 antagonist	OXTR potentiator	CHO-K1 Ca antag	M4 ag	M1 PAM	CHRM1 agonist	CHRM1 antagonist
CC1CCCCN1CC(O)c1c[nH]c2ccccc12 (configuration not stated)	-5	2.5	0	-2	-18	1	9	-7	-19
C=CCc1ccc(OC)cc1	-10	-0.3	-7	-1	19	1	2	-4	-9
COc1ccccc1-n1c(O)c(C=NC2CC2)c(=O)[nH]c1=O	-6	-0.2	0	-10	18	0	5	-5	-4
CC(C)CN1CCN(Cc2ccc(C(F)(F)F)cc2)CC1CCO (configuration not stated)	-13	-0.3	-9	-2	-14	1	15	-8	-25
CC(=O)OC(C)(C)/C=C/C(=O)[C@](C)(O)[C@H]1[C@H](O)C[C@@]2(C)[C@@H]3CC=C4[C@H](C[C@H](O)C(=O)C4(C)C)[C@]3(C)C(=O)C[C@]12C	.	1.0	3	.	-15	0	14	-2	-14
Cc1cc[n+](Cc2ccccc2)cc1	4	0.4	1	-4	-1	-1	-17	-13	15
COC(=O)C1=C(c2ccccc2)C[C@@H]2CC[C@H]1N2C(=O)NCc1ccc(F)cc1	-18	-0.6	47*	-3	-7	-1	-37	-13	67*
Cn1c(O)c(C(=Nc2ccc(F)cc2)c2ccccc2)c(=O)n(C)c1=O	-10	0.7	1	2	-4	0	5	-2	-8
CCc1cc(=O)oc2cc(OCC(=O)N3C[C@H]4C[C@@H](C3)c3cccc(=O)n3C4)ccc12	-9	0.1	4	0	8	0	11	-8	-11
Cc1ccc(C)c(NC(=O)CCNC(=O)N2C[C@H]3C[C@@H](C2)c2cccc(=O)n2C3)c1	-9	-0.2	-9	-2	11	0	1	-2	-7
C[C@H](NC(=O)N1C[C@H]2C[C@@H](C1)c1cccc(=O)n1C2)C(=O)Nc1cccc(F)c1	-10	0.6	-17	0	-12	1	1	-1	-6
CN(C)CCNC(=O)c1cccn(Cc2cccc(C(F)(F)F)c2)c1=O	-2	0.6	-2	0	-17	2	16	-11	-8
Cc1sc2ccccc2c1CC1=NCCN1	-11	0.3	2	-2	13	0	-7	-5	-1
CCOC(=O)N(C)c1ccc(C(O)(C(=O)OC)C(F)(F)F)cc1 (configuration not stated)	2	0.0	5	-2	13	2	9	-1	-11
C=CCOc1ccc(CC2C(=O)N(C)C(=O)N(C)C2=O)cc1	-7	0.3	2	-3	6	0	0	-3	4
CC1=C(C)CC2(C(=O)NC(=S)NC2=O)C(C)C1 (configuration not stated)	.	1.8	-2	.	0	0	2	-3	-7
CCOc1cccc(CNCCc2c(C)[nH]c3ccc(OC(F)(F)F)cc23)c1O	85*	37*	29*	-10	53*	43*	-11	10	37*
COc1ccc(OCC(=O)N2CCN(C/C=C/c3ccccc3)CC2)cc1	-21	1.2	-5	-4	-14	4	6	-5	3
C/C=C/CC#N	0	0.2	0	2	-17	1	10	0	-13
O=C(O)CCC(=O)NCCC1=c2ccccc2=N/C1=C\c1c(O)n(Cc2ccc(F)cc2)c(=S)[nH]c1=O	-19	4.2	-5	-6	-7	1	1	-2	-23
COc1ccc(CN2CCN(Cc3ccccc3OC)CC2)cc1	-19	0.4	2	-19	-15	1	11	-10	-23
CC12CN3CC(C)(CN(C1)C31CCOCC1)C2=O	-5	0.1	3	-9	-7	0	4	-3	-5
CCC(=NCCCn1ccnc1)c1c(O)n(-c2ccc(OC)cc2)c(=O)[nH]c1=O	6	0.1	1	-11	-6	-1	16	1	-5
Cn1c2ccccc2c2c(C(=O)N3CCC4(CC3)OCCO4)cn(C3CCCC3)c(=O)c21	-10	4.0	8	-15	2	12	-4	-2	-11

Sorted by molecular weight (rising): 4 of the compounds above.
SMILES	CHO parental Ca	CHO-K1 Ca ag	CHRM4 antagonist	OXTR potentiator	CHO-K1 Ca antag	M4 ag	M1 PAM	CHRM1 agonist	CHRM1 antagonist
C/C=C/CC#N	0	0.2	0	2	-17	1	10	0	-13
Cc1sc2ccccc2c1CC1=NCCN1	-11	0.3	2	-2	13	0	-7	-5	-1
C=CCOc1ccc(CC2C(=O)N(C)C(=O)N(C)C2=O)cc1	-7	0.3	2	-3	6	0	0	-3	4
Cn1c2ccccc2c2c(C(=O)N3CCC4(CC3)OCCO4)cn(C3CCCC3)c(=O)c21	-10	4.0	8	-15	2	12	-4	-2	-11

New compounds follow:
SMILES	CHO parental Ca	CHO-K1 Ca ag	CHRM4 antagonist	OXTR potentiator	CHO-K1 Ca antag	M4 ag	M1 PAM	CHRM1 agonist	CHRM1 antagonist
CSCCC(c1nnnn1C(C)(C)C)N1CCC2(CC1)C(=O)NCN2c1ccccc1 (configuration not stated)	.	5.2	8	.	-2	22	2	1	-23
CC(=O)[C@H]1CC[C@H]2[C@@H]3CC[C@H]4C[C@H](O)CC[C@]4(C)[C@H]3C(=O)C[C@]12C	-10	0.8	7	1	0	5	-6	-4	-4
Cc1ccc2nc3c(cc2c1)CC1(C(=O)N(C)C(=O)N(C)C1=O)C1CCCCN31 (configuration not stated)	-8	1.0	2	-5	-6	-1	2	-6	0
CC(=O)Nc1ccccc1C(=O)OCC(=O)Nc1ncccn1	-4	0.8	1	-10	-8	0	4	-5	-4
CCc1ccccc1N1C(=O)/C(=C/c2ccc(N3CCN(C)CC3)o2)C(=O)NC1=S	0	0.4	3	-8	3	1	2	-3	-4
CCCCn1c(O)c(C(CC)=NCCc2ccccc2)c(=O)[nH]c1=O	-10	3.9	6	-2	-10	7	-6	-1	12
COC(=O)C1=C(c2ccc(OCc3ccccc3)cc2)C[C@@H]2CC[C@H]1N2C(=O)NCc1ccc(Cl)cc1	.	0.6	10	.	4	0	-11	-4	13
CC(=O)NC(C)Cc1ccccc1 (configuration not stated)	2	0.1	6	-11	2	0	7	-4	-8
CNC(C(=O)c1ccccc1)C(OC)c1ccccc1 (configuration not stated)	-7	0.7	5	-5	-2	0	0	-3	-22
CN1C(=O)/C(=C/c2ccc(Cl)s2)C(=O)NC1=S	-6	2.8	-2	-3	-4	2	-1	-2	-4
CC(C)OC12Oc3ccccc3C=C1N1CCC2CC1 (configuration not stated)	1	0.7	-8	-15	-12	1	15	3	-26
Cc1ccc(NC(=O)CCNC(=O)N2C[C@H]3C[C@@H](C2)c2cccc(=O)n2C3)c(C)c1	-2	0.4	-10	-4	-3	2	0	-6	-3
O=c1[nH]c(=O)n(-c2ccc(F)cc2)c(O)c1/C=C1\C=Nc2ccccc21	9	0.9	-11	-2	-11	2	11	1	-7
COc1ccccc1N(CC(=O)NC1CCCCC1)C(=O)c1cnn(C(C)C)c1	-3	-0.1	0	-6	9	0	-2	-3	1
COC(=O)C1=C(c2ccc(F)cc2F)C[C@@H]2CC[C@H]1N2C(=O)N1CCOCC1	-10	-0.3	-12	0	-3	2	12	2	-19
CCOC(=O)c1ccc2[nH]c(-c3ccc(S(=O)(=O)F)cc3)cc(=O)c2c1	15	4.0	-9	1	-12	10	9	-3	-6

This is a subset; count on the stated rates, not on these rows.
